M. tuberculosis GlmU = inhibition of mycobacterial GlmU enzyme – biochemical, glucosamine-1-phosphate acetyltransferase (AID 1376). M. tuberculosis GlmU acetyltransferase enzyme assay; higher % means a stronger effect. one-dose inhibition, %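 (tested at 30 µM in the primary screen)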; IC50 in µM for titrated hits. 220,000 tested, 0.25% active; in the data active means inhibition above about 13%;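 further: 0% = complete reaction with vehicle and 100% = reaction without substrate; strong numbers were not always called active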
Mtb RmlCD inh = M. tuberculosis RmlC/RmlD inhibition; inhibition, % at 3.6 µM; AID 1533; RmlC+RmlD coupled enzyme assay, percent inhibition; primary screen in compound mixtures; 160,000 tested, 0.03% active; P9WH09+P9WH11; in the data active means inhibition mostly above about 34%, no sharp cut-off; further: some results filed as inactive read as strong as hits
Target sequence (P9WH09 whole entry, looked up): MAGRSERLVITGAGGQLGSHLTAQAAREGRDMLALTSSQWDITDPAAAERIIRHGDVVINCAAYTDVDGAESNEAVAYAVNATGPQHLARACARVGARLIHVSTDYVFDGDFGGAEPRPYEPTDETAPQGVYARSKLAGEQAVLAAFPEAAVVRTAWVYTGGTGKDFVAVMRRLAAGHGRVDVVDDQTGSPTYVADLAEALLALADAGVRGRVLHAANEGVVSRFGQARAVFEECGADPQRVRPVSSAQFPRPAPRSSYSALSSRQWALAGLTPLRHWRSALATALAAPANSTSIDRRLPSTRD
Target sequence (P9WH11 whole entry, looked up): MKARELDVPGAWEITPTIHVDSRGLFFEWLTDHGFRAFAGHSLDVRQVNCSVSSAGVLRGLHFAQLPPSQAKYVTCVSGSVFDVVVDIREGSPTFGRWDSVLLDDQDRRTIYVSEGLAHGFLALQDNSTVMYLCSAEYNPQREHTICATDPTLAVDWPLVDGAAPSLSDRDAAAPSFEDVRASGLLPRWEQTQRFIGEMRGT
Active calls of the source: *; / = no result given.

SMILES	M. tuberculosis GlmU	Mtb RmlCD inh
CCc1nnc(NC(=O)CSc2nnc(-c3ccco3)n2C)s1	2.6%	1.1
Cc1cnn(CCC(=O)NNC(=S)Nc2ccc(F)cc2)c1	-3.6%	3.5
CC1CCN(c2nc(-c3ccco3)c3c(c2C#N)CC(C)(C)OC3)CC1	1.7%	-1.6
O=[N+]([O-])c1ccc(N2CCCCC2)cn1	-3.0%	/
N#Cc1cccc(NC(=O)CCn2ccnc2)c1	2.1%	11.7
Cn1c(=N)c(S(=O)(=O)c2ccccc2)cc2c(=O)n3ccccc3nc21	3.0%	1.9
NCCCC[C@H]1CN=C(N)N1CC1CCCCC1	-5.7%	/
Cn1c2c(c(=O)[nH]c1=O)C(c1ccc(O)cc1)C1=C(N2)c2ccccc2C1=O (centres undefined)	-7.0%	5.8
COC(=O)c1onc(C(=O)c2ccccc2)c1C(=O)OC	-2.5%	/
COc1ccc(/C(C#N)=C/c2cccnc2)cc1	-1.9%	-3.6
COc1ccc(NC(=O)N(Cc2cccs2)Cc2cc3cc4c(cc3[nH]c2=O)OCO4)cc1	1.3%	20.9
CC(=O)N1CCN(C(=O)CCc2nnc(CCCCc3ccccc3)o2)CC1	0.1%	25.7
COc1ccc(OC(C)C(=O)Nc2ccc(F)cc2F)cc1 (centres undefined)	2.6%	-17.2
O=S(=O)(N1CCOCC1)n1c(Cc2ccccc2)nc2ccccc21	1.6%	/
COc1ccc(Cl)cc1NC(=S)NCc1ccc(S(N)(=O)=O)cc1	1.5%	1.0

Three structures already listed, arranged by number of heavy atoms, highest first.
SMILES	M. tuberculosis GlmU	Mtb RmlCD inh
COc1ccc(NC(=O)N(Cc2cccs2)Cc2cc3cc4c(cc3[nH]c2=O)OCO4)cc1	1.3%	20.9
CC(=O)N1CCN(C(=O)CCc2nnc(CCCCc3ccccc3)o2)CC1	0.1%	25.7
COC(=O)c1onc(C(=O)c2ccccc2)c1C(=O)OC	-2.5%	/

New compounds follow.
SMILES	M. tuberculosis GlmU	Mtb RmlCD inh
O=C(Nc1ncc(Cc2ccc(Cl)cc2Cl)s1)c1ccc([N+](=O)[O-])cc1	3.0%	-2.4
Cc1cccc(NC(=S)NCCSc2ccc(Cl)cc2)c1	4.8%	6.5
CC(C)C(C)NC(=O)COc1ncnc2ccccc12 (centres undefined)	0.2%	8.0
CC(NC(=O)C(=O)NN=C1CCCCCCCCCCC1)c1ccccc1 (centres undefined)	0.7%	-12.7
COc1ccccc1NC(=S)N1CCN(Cc2ccccc2)CC1	-0.4%	-0.3
CCCCSc1nc(C)c(CC(=O)O)c(=O)[nH]1	-0.7%	8.0
COc1ccc([C@@H]2C[C@@H](c3ccccc3)Oc3cc(OC)cc(OC)c32)cc1	2.1%	-10.6
Cc1[nH]nc(N)c1-c1ccc(Cl)cc1	1.8%	-0.3
Cc1cc(C)nc(N2CCCC(C(=O)NCc3ccc4c(c3)OCO4)C2)n1 (centres undefined)	-3.3%	-18.2
O=C1CCCN1CCCNS(=O)(=O)c1cccc(F)c1	-6.7%	-2.9
Cc1cc(NC(=O)CCC(=O)N(Cc2cccs2)C(C(=O)NC2CCCC2)c2ccccc2)no1 (centres undefined)	-5.1%	5.4
c1ccc(-c2nc(N3CCN(c4ccccc4)CC3)nc(-n3ccnc3)n2)cc1	-1.5%	-3.2
COc1cc(-c2nnc(SCC(=O)N3c4ccccc4Sc4ccccc43)o2)cc(OC)c1OC	6.3%	/
CC12CCCCC1N(O)CN2O (centres undefined)	1.6%	/
CC(C)CNc1nc(=S)nc(N(C)C)[nH]1	8.6%	/

A section from further up, as a working copy:
SMILES	M. tuberculosis GlmU	Mtb RmlCD inh
CC(C)C(C)NC(=O)COc1ncnc2ccccc12 (centres undefined)	0.2%	8.0
CC(NC(=O)C(=O)NN=C1CCCCCCCCCCC1)c1ccccc1 (centres undefined)	0.7%	-12.7
COc1ccccc1NC(=S)N1CCN(Cc2ccccc2)CC1	-0.4%	-0.3
CCCCSc1nc(C)c(CC(=O)O)c(=O)[nH]1	-0.7%	8.0
COc1ccc([C@@H]2C[C@@H](c3ccccc3)Oc3cc(OC)cc(OC)c32)cc1	2.1%	-10.6
Cc1[nH]nc(N)c1-c1ccc(Cl)cc1	1.8%	-0.3
Cc1cc(C)nc(N2CCCC(C(=O)NCc3ccc4c(c3)OCO4)C2)n1 (centres undefined)	-3.3%	-18.2

More entries:
SMILES	M. tuberculosis GlmU	Mtb RmlCD inh
O=C1CN(C(=O)CSc2nnc(Nc3ccccc3)s2)c2ccccc2N1	-5.8%	29.7
CCN(CC)CCOc1c(C)cccc1Cl	7.6%	10.6
O=S(=O)(c1ccccc1)N1CCN(CC2CC3C=CC2C3)CC1 (centres undefined)	-3.8%	2.6
Cc1cc(=O)oc2cc(OCCCN3C(=O)c4ccccc4C3=O)ccc12	-0.1%	6.5
COc1ccc(-n2nnnc2SCC(=O)NC(=O)Nc2ccc3c(c2)OCCO3)cc1	4.0%	/
NNC(=O)c1ccc(Cn2cc(Br)cn2)o1	-0.6%	/
COCCN1C=C(C(=O)OC)C(c2ccccc2C(F)(F)F)C(C(=O)OC)=C1	/	-26.9
FC(F)(F)c1cc(C(F)(F)F)n2nc(-c3sccc3-n3cccc3)cc2n1	-1.9%	/
COc1cc2c(cc1OC)C(C)N(C(=O)c1c(C)noc1C)CC2 (centres undefined)	8.4%	/
Cc1cc(=O)n2[nH]c(-c3ccsc3-n3c(C)ccc3C)cc2n1	0.7%	/
C/C(=C\C(=O)c1ccc(Cl)s1)N(C)C	-7.1%	7.9
COC(=O)C1(C(O)C(=O)c2ccc(C)cc2C)CCCCC1 (centres undefined)	-0.6%	8.2
Cc1c(C(=O)Nc2ccccc2Cl)oc2ccc(S(=O)(=O)N3CCC4(CC3)OCCO4)cc12	4.1%	-9.0
Cc1cc(C)cc(Oc2ncnc3c2ncn3Cc2c(Cl)cccc2Cl)c1	-1.7%	-1.6
Cn1c(Cn2cnc([N+](=O)[O-])n2)nnc1SCC(=O)Nc1ccccc1	2.3%	/
COc1cc(C(=O)Nc2ccccc2C2COC(=O)C2=N)cc(OC)c1OC (centres undefined)	-4.0%	5.4
N#C/C(=N\Nc1cccc(C(F)(F)F)c1)C(=O)c1csc(-c2cccnc2)n1	7.4%	-11.8
O=C(c1cc2sccc2n1Cc1ccc(F)cc1)N1CCCc2ccccc21	2.0%	/
O=C(c1ccccc1NS(=O)(=O)c1ccc(F)cc1)N1CCCC1	-0.8%	3.3
CCOC(=O)c1cc(-c2ccc(C)cc2)n(CCC(=O)NCCN(C)C)c1C	-6.8%	/
Cc1cc2occ(CC(=O)NC3CCCc4ccccc43)c2cc1C (centres undefined)	2.7%	/
COc1cccc(C2CC(=O)N3CN(c4ccccc4F)CSC3=C2C#N)c1 (centres undefined)	4.0%	/
O=C(Nc1ncn[nH]1)c1ccc(S(=O)(=O)N2CCOCC2)cc1	-6.1%	-5.4
CSc1ccccc1C(=O)NCc1ccccc1	3.7%	/
Cc1ccccc1OCCCCCNCCO	1.6%	-7.5
O=C(CN(Cc1ccccc1Cl)C(=O)Cn1nnc(-c2cccs2)n1)NCC1CCCO1 (centres undefined)	-0.4%	/
COc1ccc(C(=O)OCC(N)=O)cc1[N+](=O)[O-]	2.8%	30.9
COc1cc(C2NC(=O)NC(O)(C(F)(F)F)C2C(=O)c2ccc(Cl)cc2)ccc1O (centres undefined)	0.9%	16.8
CCCCNC(=O)C1CC(=O)N(C2CCCC2)C1 (centres undefined)	5.6%	/
O=C(CCc1ccccc1)Nc1ccccc1C(F)(F)F	0.8%	-1.3
CC(Oc1ccc(F)cc1)C(=O)Nc1ccc2ccccc2c1 (centres undefined)	0.4%	0.3
O=C1CC(N(CCc2ccccc2)C(=S)Nc2ccccc2)C(=O)N1c1ccccc1 (centres undefined)	2.4%	-13.0
COc1ccc(-c2cc(-c3ccc(F)cc3)nc(N3CCN(C)CC3)n2)cc1	7.8%	2.5
Cc1cccc(C(=O)NCC(=O)N2CC(=O)Nc3ccccc32)c1	8.4%	12.0
COc1ccc(NC(=O)N2CCCc3ccccc32)cc1	-0.4%	-2.5
C=CCN=C1S/C(=C/c2cccc([N+](=O)[O-])c2)C(=O)N1CC=C	-2.4%	6.7
O=S(=O)(c1ccc(Cl)cc1)c1cnc2ccccc2n1	1.1%	50.4
CC(=O)c1ccc(OCCCC(=O)Nc2cc(S(=O)(=O)N(C)C)ccc2C)cc1	2.1%	-1.4
O=C(Nc1ccccc1)Nc1ccc(-n2ccc(C(F)(F)F)n2)cc1	-3.6%	0.1
Cc1cccc([C@@H]2C[C@H]3CN(Cc4cccc(Cl)c4)C(=O)[C@]34CCCN24)n1	2.4%	-13.2
CCCCCC(=O)N1CC2(CC(c3cccc(NC(=O)c4ccccc4)c3)=NO2)C[C@@H]1C(N)=O (some centres undefined)	0.0%	3.5
Cc1nc(-c2ccc(C(=O)Nc3ccccc3F)cc2)cs1	-8.7%	0.1
Cc1nc(SCC(=O)NC(C)c2ccccc2)c2oc3ccccc3c2n1 (centres undefined)	9.2%	-7.3
CCOC(=O)c1cnn(-c2ccccc2)c1N	3.5%	6.2
CC(=O)c1ccc(N2CCN(C(=S)Nc3ccccc3F)CC2)cc1	-4.0%	10.5
CCN(CC)c1ccc(C(=S)N2CCN(c3ccccc3)CC2)cc1	-1.7%	-6.8
CC(C)C(=O)Nc1ccc(-c2nc3ccccc3c(=O)o2)cc1	1.1%	-13.9
CC(C)(CSc1ccccn1)NS(=O)(=O)c1ccc(Cl)cc1	1.7%	7.0
COc1ccc(C(CC(=O)Nc2ccc(F)cc2)c2ccccc2)cc1 (centres undefined)	-2.9%	56.3
CCCn1c(CC)nc([N+](=O)[O-])c1Sc1ccc(F)cc1	0.5%	-8.0
Cc1ccc(NCc2nnc(SCC(=O)N(Cc3ccccc3)C(C)(C)C)o2)c(C)c1	3.1%	-9.3
CC1CC(=O)N(c2ccc(Br)cc2)C(=O)C1	4.0%	-3.0
CCOc1ccc(Cc2c(O)[nH]c(=O)[nH]c2=O)cc1	-0.1%	-8.2
CC(=O)Nc1nnc(SCC(=O)NCC2CCCO2)s1 (centres undefined)	0.9%	/
CCOC(=O)Cc1csc(NC(=O)CSc2nnc(C(C)C)n2C)n1	-3.2%	/
CCc1ccc(OCCCC(=O)Nc2nccs2)cc1	2.3%	3.3
CC(=O)Nc1ccc(S(=O)(=O)N(CCO)Cc2ccccc2)cc1	-2.5%	0.3
CN1C(=O)C(=Cc2ccc(N3CCCCC3)o2)C(=O)N(C)C1=S	5.4%	/
Cc1nc(NCc2ccccc2)c(C(N)=O)c2c1COC(C)(C)C2	-4.4%	-7.4
CC(=O)Nc1ccc(NC(=O)CSc2ccc(-c3ccc4c(c3)OCO4)nn2)cc1	-2.5%	-7.9
Following part
SMILES	M. tuberculosis GlmU	Mtb RmlCD inh
CN(c1ccccc1)S(=O)(=O)c1ccc(C(=O)NCc2ccccn2)cc1	-0.8%	1.9
CSc1ccc(Cl)c(C(=O)Nc2ccc(N3CCOCC3)cc2)c1	-6.2%	/
NC(=S)N/N=C1\CC(n2nnnc2-c2ccccc2)C2COC1O2 (centres undefined)	2.7%	0.2
Fc1ccccc1N1CCN(c2nnnn2-c2ccccc2)CC1	1.0%	3.4
CC1CCN(c2ccc(C(=O)O)cc2N)CC1	2.1%	15.4
CCOC(=O)/C=C1\SCC(=O)N1CC(=O)NC1CCCCC1	4.8%	102.4
C=CCNC(=S)NC(=O)c1oc2ccccc2c1C	-3.6%	1.1
O=C(ON=C1CCN(S(=O)(=O)c2ccccc2)CC1)c1ccc(F)cc1	1.8%	12.2
O=C(CN1CCCCC1)Nc1ccccc1Cl	0.1%	16.2
CCOC(=O)/C(=N\Nc1cc(Cl)ccc1Cl)N1CCN(C)CC1	-2.0%	3.1
CCCN1C(=O)C2(C(C(=O)c3ccc(C)o3)=C(O)C(=O)N2CCCN2CCOCC2)c2ccccc21 (centres undefined)	2.3%	9.4
c1ccc(-n2ncc3c(NCCN4CCCCC4)ncnc32)cc1	-4.1%	-6.9
O=C(O)CCCCCNC(=O)c1ccc(C(=O)NCCCCCC(=O)O)cc1	-8.5%	-17.2
CCOC(=O)c1c[nH]c(=S)n1C	4.2%	7.7
CCC(=O)Nc1cccc(C2=NOC3(C2)C[C@@H](C(N)=O)N(C(=O)c2ccc(OC)cc2)C3)c1 (some centres undefined)	7.9%	/
COc1ccc(C(=O)Nc2ccc(Oc3nc(C)nc4sc(-c5ccccc5)cc34)cc2)cc1OC	3.9%	-5.5
O=C(C(=O)N1CCOCC1)c1cn(Cc2ccccc2)c2ccccc12	3.9%	7.6
COc1cc2[nH]c(=O)n(CCC(=O)N3CCc4ccccc4C3)c(=O)c2cc1OC	-3.2%	/
COc1ccc(OC)c(/C=N/NC(=O)CSc2nnc(C)n2-c2ccccc2)c1	3.4%	-4.8
CCN(CC)c1cc(Cl)c2nonc2c1N	-1.3%	2.5
COCCCNC(=O)C1CCN(S(=O)(=O)c2c(C)noc2/C=C\c2ccc(OC)cc2)CC1	3.1%	/
COc1ccc(OCCC(=O)OCC(=O)Nc2ccc(Br)cc2)cc1	-1.0%	4.8
C=CCNC(=S)NNC(=O)c1ccccc1OCC	-6.4%	-3.8
O=C(NNc1ccc([N+](=O)[O-])cc1)C1C2CCCCC21 (centres undefined)	-1.8%	-8.0
CC(=O)Nc1cc2c(cc1C(C)=O)OCCO2	1.3%	-2.6
COc1cc(NC(=O)c2cc(C(C)C)on2)c(OC)cc1Cl	5.4%	-6.3
CCOC(=O)NC(=S)Nc1ccc(OC)cc1	-6.0%	-8.2
CCC1=[N+](C)CCn2c(C)ccc21	0.3%	-5.6
COc1ccccc1CNC(=O)/C=C/C(=O)O	-2.7%	-6.9
Cc1onc(-c2ccccc2Cl)c1C(=O)N1CCN(C/C=C/c2ccccc2)CC1	-1.0%	5.5
COc1ccc(/C=N/NC(=O)C2C(=O)NCC2c2ccccc2)c(OC)c1 (centres undefined)	-4.0%	-20.4
COc1ccccc1C1/C(=C(/O)c2ccc(C)cc2)C(=O)C(=O)N1Cc1ccco1 (centres undefined)	1.8%	-6.6

Bioassay records deposited in PubChem by several laboratories.

Not all compounds are listed (hit frequency here may not be typical).
